CCR6 antagonist – CCR6 (human) receptor antagonism; P51684; CHO-K1 CCR6 PathHunter beta-arrestin, luminescence, CCL20-stimulated; inhibition, % at 20 µM; hit rate 0.49% among 340,000; AID 493098;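 active = compounds whose inhibition of the agonist-driven luminescence signal at 20 µM reaches about 50%, limit read from the data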;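 note: cells stimulated with CCL20 at 14 nM final; plate controls were DMSO with CCL20 for no effect and DMSO without agonist for full effect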
Target sequence (P51684 whole entry, looked up): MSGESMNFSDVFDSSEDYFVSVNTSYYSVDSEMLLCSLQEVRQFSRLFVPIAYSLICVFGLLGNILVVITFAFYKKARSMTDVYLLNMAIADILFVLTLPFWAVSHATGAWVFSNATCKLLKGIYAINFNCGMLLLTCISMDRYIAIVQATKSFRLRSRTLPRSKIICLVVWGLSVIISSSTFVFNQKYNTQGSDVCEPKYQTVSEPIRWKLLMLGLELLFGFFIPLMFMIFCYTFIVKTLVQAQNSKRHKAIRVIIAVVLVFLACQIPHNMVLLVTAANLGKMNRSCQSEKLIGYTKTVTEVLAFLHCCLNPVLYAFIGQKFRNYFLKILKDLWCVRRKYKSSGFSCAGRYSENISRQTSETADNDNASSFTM
697 NFkB inh – lowers PMA/ionomycin-induced NF-kB signal in 697 B cells; 697 B-cell NF-kB luciferase reporter, 16 h; inhibition, % at 4 µM; hit rate 0.33% among 330,000; AID 435022; in the data active = inhibition above about 35%
Jurkat NFkB inh – inhibitors of the PMA/ionomycin-induced NF-kB reporter in Jurkat cells; inhibition, % at 4 µM; PMA/ionomycin-induced NF-kB luciferase reporter, luminescence; hit rate 0.53% among 330,000
Gli-Sufu block – Gli-Sufu pathway antagonism. Sufu-KO-LIGHT fibroblasts, Gli luciferase reporter luminescence. inhibition, % at 5 µM. hit rate 0.74% among 340,000. AID 588413;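 active = inhibition above about 55%, limit read from the data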;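 note: 0% = DMSO-treated cells and 100% = wells with medium but no cells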
Apaf-1 inh – human Apaf-1 inhibition. hit rate 0.71% among 330,000. AID 489030. reconstituted apoptosome caspase-3 activity, DEVD-Rh110 fluorescence. O14727. inhibition, % at 20 µM; active = inhibition of at least 40% at 20 µM;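 note: plate controls were DMSO wells for no effect and DEVD-CHO caspase inhibitor wells for full effect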
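System – cell-free apoptosome with Apaf-1, procaspase-3 and caspase-9 · Buffer or medium – pH 7.5 Hepes buffer with CHAPS, BSA, DTT · Also added – cytochrome c with DEVD-Rh110 · Times – 30 min compound preincubation, 50 min activation, room temperature · Technique – Rh110 fluorescence intensity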
EBI2 antag – antagonists of human EBI2 receptor | P32249 | EBI2 beta-arrestin recruitment, luminescence, 7a,25-OHC stimulated | inhibition, % at 5 µM | hit rate 0.81% among 360,000 | AID 651636; in the data active = inhibition above about 38%;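 note: enzyme fragment complementation signal reports receptor beta-arrestin coupling in cells; 0% = agonist plus DMSO wells and 100% = wells without agonist; some results beyond the cut were filed as inactive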
SENP8 inh – blocks the human protease SENP8 | Q96LD8 | purified SENP8, Z-RLRGG-aminoluciferin cleavage, luminescence | inhibition, % at 10 µM | hit rate 1.2% among 330,000 | AID 2540
Target sequence (Q96LD8 whole entry, looked up): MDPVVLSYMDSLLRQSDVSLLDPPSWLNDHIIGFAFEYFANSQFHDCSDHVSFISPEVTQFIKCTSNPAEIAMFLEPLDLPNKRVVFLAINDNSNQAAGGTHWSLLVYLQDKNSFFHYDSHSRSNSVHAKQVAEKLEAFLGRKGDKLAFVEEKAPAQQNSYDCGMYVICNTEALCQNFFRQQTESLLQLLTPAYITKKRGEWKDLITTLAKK
UBC13 polyUb – blocks human UBC13 polyubiquitin chain formation. TR-FRET. P61088. hit rate 0.47% among 330,000. inhibition, % at 20 µM; in the data active = inhibition above about 45%, passing the limit was not always enough
Target sequence (P61088 whole entry, looked up): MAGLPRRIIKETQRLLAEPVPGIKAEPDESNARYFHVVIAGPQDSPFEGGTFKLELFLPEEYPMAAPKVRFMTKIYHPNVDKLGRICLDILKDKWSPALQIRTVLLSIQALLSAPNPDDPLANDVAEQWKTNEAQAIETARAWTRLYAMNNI
* marks the source's active call; other numbers are inactive results; . = not tested or not shown. Cut-off read from the data, not from the text of the source, unless noted: active = inhibition above about 50%; inactive = the rest. An excerpt; count on the stated rates, not on these rows.

Values run as follows: CCR6 antagonist	697 NFkB inh	Jurkat NFkB inh	Gli-Sufu block	Apaf-1 inh	EBI2 antag	SENP8 inh	UBC13 polyUb
1) CN(CC(=O)Nc1ccc(F)cc1)C(=O)COC(=O)COc1ccc(C#N)cc1
 : 2	11	5	-3	3	5	1	-3
2) O=C(COc1ccc(Cl)cc1Cl)NCCCCc1ccccc1
 : 7	2	19	-3	11	-16	1	5
3) COCCn1cnc2c1c(=O)n(Cc1ccc(C#N)cc1)c(=O)n2Cc1ccccc1
 : 13	-3	6	-14	7	1	1	4
4) CCCc1[nH]n(-c2ccc([N+](=O)[O-])cc2)c(=O)c1C=NCCc1ccc(OC)c(OC)c1
 : -2	-5	1	19	5	7	-2	5
5) N#Cc1ccc(C23CC4(C2)[C@H](CN(CC2CCCCC2)[C@@H]4c2ccccc2)C3c2ccc(Cl)nc2)cc1 (stereo partly specified)
 : 12	4	14	9	13	11	-5	-7
6) CN=Cc1c(NC)nc2c(C)cccn2c1=O
 : -9	-16	2	-3	4	1	-6	13
7) O=C(NNC1CC(=O)N(c2ccccc2)C1=O)c1cccnc1 (stereo unspecified)
 : 9	1	-1	6	-14	-4	4	3
8) CSc1ncccc1C(=O)NCc1nnc2ccccn12
 : 8	2	-8	-6	-1	0	-6	8
9) Cc1coc2cc3oc(=O)c(CCC(=O)NCCN4CCOCC4)c(C)c3cc12
 : -5	-12	-21	1	4	-5	-13	23
10) C=CCN1C=C2C(=O)C(C)(OC(=O)C3CCCC3)C(=O)C(c3ccccc3)=C2C=C1CCCC(=O)OC (stereo unspecified)
 : 9	-6	-9	-3	38	-12	3	-34
11) Oc1c(C2=NCCNC(C(F)(F)F)=C2)ccc2ccccc12
 : 26	-94	-94	-101	37	13	24	-70
12) O=C(Nc1cccc2cccc(NC(=O)c3ccco3)c12)c1ccco1
 : 2	-1	10	2	-3	-2	5	-10
13) Cc1cc(C)c2c(NC(=O)CCl)nn(C)c2n1
 : -9	11	13	-1	0	-6	2	-9
14) CC(C)NC(=S)NCc1cccs1
 : 3	0	8	-3	-9	14	1	9
15) CCc1nc(N2CCN(C(=S)NCCCOC)CC2)c2c3c(sc2n1)CCCC3
 : 26	-26	1	.	16	11	-7	5

Two records picked at random from the list so far:
Values run as follows: CCR6 antagonist	697 NFkB inh	Jurkat NFkB inh	Gli-Sufu block	Apaf-1 inh	EBI2 antag	SENP8 inh	UBC13 polyUb
10) C=CCN1C=C2C(=O)C(C)(OC(=O)C3CCCC3)C(=O)C(c3ccccc3)=C2C=C1CCCC(=O)OC (stereo unspecified)
 : 9	-6	-9	-3	38	-12	3	-34
3) COCCn1cnc2c1c(=O)n(Cc1ccc(C#N)cc1)c(=O)n2Cc1ccccc1
 : 13	-3	6	-14	7	1	1	4

(more compounds)
Values run as follows: CCR6 antagonist	697 NFkB inh	Jurkat NFkB inh	Gli-Sufu block	Apaf-1 inh	EBI2 antag	SENP8 inh	UBC13 polyUb
16) CSCCC1NC(=O)N(CC(=O)Nc2ccc(Br)cc2Br)C1=O (stereo unspecified)
 : -1	7	1	-2	-7	4	-5	-12
17) O=C(CN1C(=O)C2CC=CCC2C1=O)NC1=NCCS1 (stereo unspecified)
 : 2	-33	2	2	-5	4	-6	-10
18) O=C1Nc2ccccc2CCC1Sc1nnc(-c2ccc(Cl)cc2)s1 (stereo unspecified)
 : 17	-4	6	0	24	4	-1	3
19) O=c1c2c3c(sc2n2cnnc2n1-c1ccccc1)N(Cc1ccccc1)CCC3
 : 16	11	-12	1	8	.	-8	7
20) CCOC(=O)C(NC(=O)c1ccccc1F)(Nc1cc(C)on1)C(F)(F)F (stereo unspecified)
 : 6	14	17	-10	9	-4	-1	8
21) Cc1ccc(S(=O)(=O)/N=C(/Nc2cccc3ccccc23)c2ccc(F)cc2)cc1
 : 6	5	-5	-15	14	7	0	-2
22) Cc1cc(C)n(Cc2ccc(NC(=O)c3nn(C)cc3[N+](=O)[O-])cc2)n1
 : 0	13	20	-1	-1	12	-1	-1
23) CCC1CCCCN1CCCNC(=O)C1CCC(CNS(=O)(=O)c2c(C)cc(C)cc2C)CC1 (stereo unspecified)
 : 23	-33	-2	15	9	-4	-14	0
24) COc1ccc(N(CC(=O)Nc2ccccc2C(=O)N2CCOCC2)S(=O)(=O)c2ccc(F)cc2)cc1
 : 16	-2	-4	5	-1	-10	2	5
25) COc1cccc2c(=O)cc(C)n(CC(=O)Nc3ccccc3C)c12
 : -2	-53	-3	3	-3	-5	-5	4
26) CCC1(C)Cc2nc3[nH]c(=S)n(-c4ccccc4C)c(=O)c3cc2CO1 (stereo unspecified)
 : 26	12	14	5	-18	0	-2	2
27) O=C1NC(N2CCOCC2)=N/C1=C/c1ccc2c(c1)OCO2
 : 5	-8	-17	-14	-8	4	-9	-9
28) CCCCCN(C(=O)CCC(=O)OC(C)C(=O)NCc1ccccc1)c1c(N)n(CCCC)c(=O)[nH]c1=O (stereo unspecified)
 : 11	0	7	2	-1	-4	2	-5
29) O=C(O)C1=CCCN(CCON=C(c2ccccc2)c2ccccc2)C1
 : -5	1	-13	-3	4	4	-4	-1
30) CCOC(=O)c1ccccc1NC(=O)CSc1nnnn1C1CCCCC1
 : 14	-11	-1	4	16	2	-6	2
31) N/C(=N\OC(=O)CCC1CCCC1)c1ccccn1
 : 7	-109	-59	-60	0	-30	67*	0
32) CCOc1ccc(NCC(=O)N/N=C/C=C/c2ccccc2)cc1
 : 11	-26	-10	6	8	7	-7	-23
33) Cc1cc(C)c(S(=O)(=O)N(CC(=O)O)C2CCCCC2)c(C)c1
 : -8	14	5	2	16	2	-5	-2
34) O=c1[nH]c(N2CCOCC2)cc2ccccc12
 : 1	-4	10	0	93*	2	87*	-6
35) Cc1ccc(C(C)C)cc1OCC(=O)Nc1ccc(-n2cnnn2)cc1
 : 11	-20	15	1	18	15	-13	-2
36) COc1ccc(-c2cn(-c3ccc(C)cc3)c(=O)n2CC(=O)Nc2ccc(OC)c(OC)c2)cc1
 : 8	22	-17	-4	20	10	4	1
37) CCn1c(Nc2ccccc2Cl)nc2ccccc21
 : -5	5	-3	9	10	3	-7	15
38) CCOc1ccc(NC(=O)CSc2ccc(-c3cccnc3)nn2)cc1
 : 7	15	5	-9	-5	-2	-2	14
39) Cc1nc2sc(C(c3ccccc3)N3CCN(CCO)CC3)c(O)n2n1 (stereo unspecified)
 : 5	-12	1	3	15	2	-16	-8
40) COc1ccc(C2N(c3ccc(C)cc3)CCN2c2ccc(C)cc2)cc1O
 : 5	9	-28	11	24	73*	3	4
41) CC1CCCC(C)N1C(=O)Nc1cccc(Cl)c1 (stereo unspecified)
 : 2	7	-2	-8	-8	-4	4	7
42) CCCn1c(=O)c(C(=O)Nc2ccccc2C(=O)OCC)c(O)c2ccccc21
 : -17	1	-6	-2	6	-11	-11	38
43) O=C(NNC(=O)c1ccccc1F)c1ccc(-n2cncn2)c([N+](=O)[O-])c1
 : 1	-22	-10	-1	1	4	-7	0
44) N#Cc1c(NC(=O)Cn2nc(C(F)(F)F)c3c2CCCC3)sc2c1CCC2
 : 6	5	-3	12	5	15	3	-9
45) CCN(CC)S(=O)(=O)c1cccc(C(=O)N2CCCc3ccccc32)c1
 : 13	-9	-15	1	-2	21	-8	-1

EBI2 antag, entries above that show a hit
# | SMILES | CCR6 antagonist | 697 NFkB inh | Jurkat NFkB inh | EBI2 antag | UBC13 polyUb
40 | COc1ccc(C2N(c3ccc(C)cc3)CCN2c2ccc(C)cc2)cc1O | 5 | 9 | -28 | 73* | 4

Looked up above.
Reading of CC1CCCC(C)N1C(=O)Nc1cccc(Cl)c1 (stereo unspecified) in 697 NFkB inh: 7
Reading of O=C(NNC(=O)c1ccccc1F)c1ccc(-n2cncn2)c([N+](=O)[O-])c1 in Apaf-1 inh: 1
Reading of CCOc1ccc(NC(=O)CSc2ccc(-c3cccnc3)nn2)cc1 in UBC13 polyUb: 14

Other compounds
Values run as follows: CCR6 antagonist	697 NFkB inh	Jurkat NFkB inh	Gli-Sufu block	Apaf-1 inh	EBI2 antag	SENP8 inh	UBC13 polyUb
46) Cn1c(CCN2CCCC2)nc2cc(NS(=O)(=O)c3ccccc3)ccc21
 : 3	12	4	13	2	2	-5	1
47) NC(=O)Cc1ccc2c(c1)[nH]c1ccccc12
 : 3	5	-8	-4	7	1	-9	-5
48) CCn1c2ccccc2c2cc(/C=N/NC(=O)c3ccncc3)ccc21
 : -2	6	-4	-3	11	22	0	0
49) Cc1ccc(NC(=S)NCc2cccnc2)cc1
 : 8	13	-7	10	-10	-5	2	4
50) CCc1nc(N2CCCCC2C(=O)O)c2oc3ccccc3c2n1 (stereo unspecified)
 : 2	9	3	0	-21	-3	6	14
51) CCOC(=O)NC(NS(=O)(=O)c1ccccc1)(C(=O)OCC)C(F)(F)F (stereo unspecified)
 : 1	-6	6	-10	2	-47	1	18
52) C=CCn1c(SCC(N)=O)nnc1-c1cc2c(s1)CCC(CC)C2 (stereo unspecified)
 : 10	13	-56	-14	17	-2	-18	-18
53) O=C(Cn1ccc(NC(=O)OCc2ccccc2)nc1=O)NCCc1ccccn1
 : 3	11	1	0	-2	-2	-3	5
54) COc1cc(OC)cc(C(=O)NC(C(=O)OCn2nnc3ccccc3c2=O)C(C)C)c1 (stereo unspecified)
 : 11	11	-6	5	17	10	-8	4
55) CC1CC(NC(=O)/C=C/C(=O)O)CC(C)(C)C1 (stereo unspecified)
 : 8	10	3	9	-10	-12	1	2
56) CCOC(=O)C1CCCN(S(=O)(=O)c2ccc(Br)s2)C1 (stereo unspecified)
 : 8	19	-13	3	-7	-2	-1	4
57) Nc1nnc2c(C(F)(F)F)nc3ccccc3n12
 : 12	-10	-5	-3	1	0	-2	3
58) Cc1csc(NC(=O)CCc2ccc(S(=O)(=O)N3CCOCC3)cc2)n1
 : 1	14	8	4	-23	5	-4	1
59) Cc1ccccc1NC(=O)c1ccc(S(=O)(=O)N2CCCC2)cc1
 : -14	16	9	4	7	3	10	6
60) CC(=O)N(C)c1ccc(NC(=O)c2ccccc2C(=O)O)cc1
 : -12	17	15	-2	-5	-1	-1	8
61) CC1(C)CC(NC(=O)CCc2ccccc2)CC(C)(C)N1
 : -37	6	-12	7	-1	5	-1	1
62) COc1cc(CCC(=O)Nc2ccc(S(=O)(=O)NC3=NCCCCC3)cc2)cc(OC)c1OC
 : 0	2	0	-9	-10	0	0	0
63) CCN1C(=O)N(CC)c2cccc3cccc1c23
 : 5	13	23	-3	12	-16	14	5
64) CCNC(=O)COC(=O)/C=C/c1cccs1
 : 4	-9	-9	-7	-1	-10	-4	-10
65) COC(=O)c1ccc(NC(=S)Nc2cccc(C)n2)cc1
 : 8	-27	11	-17	0	-5	0	8
66) COc1ccccc1OCCNC(=O)C1CCCCC1
 : -6	4	-10	10	1	1	-9	-6
67) CC1=CC(C)(C)n2c(O)c(N=N)c3cc(C)cc1c32
 : 7	-13	20	1	11	4	7	-1
68) COc1ccc(C)cc1NC(=S)NNC(=O)c1ccccc1Cl
 : 15	8	4	-4	-5	-4	11	-2
69) COC(=O)/C=C1/S/C(=N/N=C/c2ccc(N(C)C)cc2)NC1=O
 : .	22	6	.	-13	.	-11	-11
70) C/C(=N\NC(=O)c1ccc(N(C)C)cc1)c1cccnc1
 : -9	-12	-3	-21	-7	-8	-6	-11
